# AmpC no deterg = blocks E. coli AmpC beta-lactamase in detergent-free assay | P00811 | Potency, µM (titrated, usually from 57.1 µM), for the others: at the highest dose activity change, negative = inhibition, hits mostly inhibitors | AmpC nitrocefin hydrolysis, absorbance 480 nm, 0.0001% Triton | 330,000 tested, 0.52% active;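 note: potency is the fitted concentration of half-maximal effect; plate controls were no compound for no effect and no enzyme for full effect; nearly all actives have a fitted effect of over 20% in size; some results filed as inactive show a strong effect at the top dose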
# Target sequence (P00811 whole entry, looked up): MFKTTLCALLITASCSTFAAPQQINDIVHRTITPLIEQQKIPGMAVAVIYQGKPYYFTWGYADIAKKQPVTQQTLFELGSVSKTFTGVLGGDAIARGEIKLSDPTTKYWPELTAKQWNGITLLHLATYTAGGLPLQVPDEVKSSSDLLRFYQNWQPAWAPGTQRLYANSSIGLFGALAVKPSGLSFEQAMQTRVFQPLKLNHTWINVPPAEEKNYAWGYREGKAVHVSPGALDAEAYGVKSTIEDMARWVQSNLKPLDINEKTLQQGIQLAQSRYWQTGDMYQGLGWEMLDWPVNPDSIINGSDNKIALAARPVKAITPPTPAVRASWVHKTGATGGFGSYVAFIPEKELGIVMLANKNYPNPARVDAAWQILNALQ
#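 20 mM phosphate pH 7.0 + 0.01% (detergent screen) or 0.0001% Triton X-100; 5.3 nM AmpC reagent; cpd preinc 15 min RT; nitrocefin (800 uM stock) to start; A480 q20 s × 4 min; Activity was normalised to no-enzyme and no-compound control wells.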
# CHX counter = counter-screen for Shiga toxin inhibitors: cycloheximide protein synthesis inhibition; cell reporter, cycloheximide protein synthesis inhibition counterscreen; max response, %; 300,000 tested, 12% active; AID 2314; in the data active = max response mostly above about 13%, no sharp cut-off; inactive = mostly below about 14%; note: read at 38.3 µM for the half of the compounds with a filed dose; 0% is about no effect
# AMA1 RON2 block = inhibitors of Plasmodium falciparum AMA1-RON2 interaction. 360,000 tested, 0.2% active. Potency, µM (top dose mostly 58.2 µM), without a hit: top-dose activity change, negative = inhibition, most hits filed as inhibitors. AID 720542. AlphaScreen AMA1-biotinylated RON2 peptide binding;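 note: potency is the fitted concentration of half-maximal effect; 0% = vehicle wells and -100% = peptide control; nearly all actives have a fitted effect of over 45% in size; some results filed as inactive show a strong effect at the top dose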
#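 AMA1 (3D7) with his tag at 25 nM final met compounds first, then biotinylated RON2 peptide at 25 nM; detection used donor plus acceptor beads, 10 µg/mL apiece, read by AlphaScreen after 30 min at room temperature.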
# Giardia FBPA inh = Giardia lamblia aldolase inhibition. 290,000 tested, 0.71% active. Potency, µM (series often up to 59.6 µM), without a hit: at the highest dose activity, negative = inhibition, usual class: inhibitors. purified Giardia FBPA. A8B2U2; note: potency is the fitted concentration of half-maximal effect; % is set by controls: 0 for no effect and ±100 for the full control effect; nearly all actives have a fitted effect of over 55% in size
# Target sequence (A8B2U2 whole entry, looked up): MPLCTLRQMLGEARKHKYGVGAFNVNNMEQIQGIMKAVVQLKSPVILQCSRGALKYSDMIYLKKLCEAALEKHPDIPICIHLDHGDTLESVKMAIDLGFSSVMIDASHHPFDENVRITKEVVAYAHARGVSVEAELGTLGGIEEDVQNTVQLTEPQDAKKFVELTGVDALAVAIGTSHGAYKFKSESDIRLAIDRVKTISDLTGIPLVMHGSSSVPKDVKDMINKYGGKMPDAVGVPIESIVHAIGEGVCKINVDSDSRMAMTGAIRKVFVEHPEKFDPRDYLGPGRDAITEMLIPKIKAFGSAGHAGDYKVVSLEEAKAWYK
#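 40 nM FBPA preincubated 10 min at RT with compound (up to 57.5 uM final), then substrate plus GAPDH/TPI/NAD/arsenate coupling and diaphorase/resazurin added. Fluorescence read after 20 min at RT, 525/598 nm.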
# HCMV inh = human cytomegalovirus inhibition. AID 1259415. activity change, negative = inhibition, % at 57.5 µM. HFF cells, HCMV-luciferase reporter, 72 h; hits give low values. 410,000 tested, 4.5% active; in the data active = activity change below about -60%; inconclusive = no clear call, values can overlap the other calls; inactive = above about -39%; note: % is set by controls: 0 for no effect and ±100 for the full control effect
#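 Cell-based, HFFs, 1000 cells/well, 16 h 37C; cpds in DMSO + HCMV-luc, MOI 1 PFU/cell; 72 h 37C; OneGlo luminescence after 5 min RT; norm. to buffer vs Salinomycin 10uM.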
# Shiga inhibitor = inhibitors of Shiga toxin in Vero cells; Vero cells, Shiga toxin protein synthesis inhibition reporter; inhibition, % at 38.7 µM; 290,000 tested, 9.2% active; AID 2315; in the data active = inhibition mostly above about 28%, no sharp cut-off; inactive = mostly below about 43%; note: 0% is about no effect
# AmpC inh detg = blocks E. coli AmpC beta-lactamase in detergent assay. P00811. AmpC hydrolysis of nitrocefin, absorbance 480 nm, 0.01% Triton. Potency, µM (top dose mostly 114 µM), inactives show at the top dose activity change, negative = inhibition, most hits filed as inhibitors. 370,000 tested, 0.041% active;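 note: potency is the fitted concentration of half-maximal effect; 0% = no-compound wells and -100% = no-enzyme wells; nearly all actives have a fitted effect of over 25% in size; some results filed as inactive show a strong effect at the top dose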
#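 20 mM phosphate pH 7.0 + 0.01% (detergent screen) or 0.0001% Triton X-100; 5.3 nM AmpC reagent; cpd preinc 15 min RT; nitrocefin (800 uM stock) to start; A480 q20 s × 4 min; Activity was normalised to no-enzyme and no-compound control wells.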
# * hit, by the source's call; ? = inconclusive; · = not tested or not shown; [ ] = remark or other dose. Unless noted, calls come from the whole dose curve; as a rule, active = well fitted curve in the direction sought with a large enough effect; inconclusive = small, poorly fitted or top-dose-only effect, or another doubt; inactive = no such curve, though single readings can be large; an effect the other way counts as inactive or inconclusive. Rows were taken by chance. Share with any hit: about 16%.
entry	SMILES	AmpC no deterg	CHX counter	AMA1 RON2 block	Giardia FBPA inh
1	NC(=O)CC(NC(=O)Cc1cccc2ccccc12)c1ccc(N2CCc3ccccc3C2)c([N+](=O)[O-])c1 (stereo not given)	26%	1	-11%	-6%
2	COc1ccccc1CN1C(=O)C2CC=CCC2C1=O (stereo not given)	-9%	2	0%	1%
3	O=C(Nc1csnn1)c1csnn1	-28%	-3	9%	-1%
4	CC(C1CC1)N(Cc1ccccc1)C(=S)Nc1ccccc1 (stereo not given)	-21%	1	-1%	-7%
5	NC(=O)CC(NC(=O)Cc1cccc2ccccc12)c1ccc(NCc2ccc(F)c(F)c2)c([N+](=O)[O-])c1 (stereo not given)	-13%	-2	-3%	-1%
6	CCSc1nnc(NC(=O)CN2C(=O)N(C)C3(CCCCC3)C2=O)s1	-10%	·	-3%	·
7	COC(=O)[C@@]12CCCN1[C@H](c1ccc(-c3ccc(F)cc3)cc1)[C@H]1C(=O)N(C)C(=O)[C@H]12	3%	·	1%	·
8	CCC(CO)Oc1cc(NC(=O)c2ccc(N)cc2)c2ncn(C(C)C)c2c1 (stereo not given)	-24%	·	2%	·

entry	HCMV inh	Shiga inhibitor	AmpC inh detg
1	27	0	2%
2	23	-2	8%
3	10	-4	-6%
4	-15	-9	-13%
5	-8	5	0%
6	-1	·	0%
7	15	·	5%
8	-6	·	·

# Some of the entries above, set out differently.
# Below each compound: AmpC no deterg, CHX counter, AMA1 RON2 block, Giardia FBPA inh, HCMV inh, Shiga inhibitor, AmpC inh detg
2) COc1ccccc1CN1C(=O)C2CC=CCC2C1=O (stereo not given)
→ -9%, 2, 0%, 1%, 23, -2, 8%
3) O=C(Nc1csnn1)c1csnn1
→ -28%, -3, 9%, -1%, 10, -4, -6%
7) COC(=O)[C@@]12CCCN1[C@H](c1ccc(-c3ccc(F)cc3)cc1)[C@H]1C(=O)N(C)C(=O)[C@H]12
→ 3%, ·, 1%, ·, 15, ·, 5%

# The listing continues.
entry	SMILES	AmpC no deterg	CHX counter	AMA1 RON2 block	Giardia FBPA inh
9	Cc1nn(CC(=O)NCCc2ccccc2)c(C)c1[N+](=O)[O-]	-27%	-1	4%	9%
10	Cc1cc(C)c(NC(=O)CNC(=O)c2ccc(-n3cncn3)c([N+](=O)[O-])c2)c(C)c1	-6%	·	-25%	·
11	O=C(Nc1ccc(F)cc1)Nc1ccccc1NS(=O)(=O)c1cccs1	-25%	14	-4%	7%
12	COCCn1c(-c2ccc(OC(F)(F)C(F)C(F)(F)F)cc2)nc2c1c(=O)[nH]c(=O)n2CC(C)C (stereo not given)	109%[activator]	2	5%	-6%
13	C/C(=N\OCC(=O)O)c1ccc(Cl)cc1	-8%	-1	8%	16%
14	CCCN(CCC)C(=O)C1CC(=O)OC12CCOC(C)(C)C2 (stereo not given)	-6%	1	1%	2%
15	O=C(N=Nc1c(O)n(C2OC(=O)c3ccccc32)c2ccccc12)c1ccco1 (stereo not given)	-13%	7	·	5%
16	Cc1[nH]c2ccc(C(=O)OCC(=O)Nc3cccc(S(N)(=O)=O)c3)cc2c1C	-31%	·	-2%	·

entry	HCMV inh	Shiga inhibitor	AmpC inh detg
9	56	-3	-12%
10	-4	·	-1%
11	-18	1	-3%
12	-2	-10	-6%
13	-4	-4	7%
14	-37	-7	-3%
15	·	1	5%
16	0	·	-1%

# Other entries follow.
entry	SMILES	AmpC no deterg	CHX counter	AMA1 RON2 block	Giardia FBPA inh
17	Cc1cc(C)n(-c2nc3c(c(=O)[nH]c(=O)n3C)n2Cc2ccc(F)cc2)n1	2%	-4	1%	6%
18	O=C(Oc1ccc(-c2cnc3ccccc3n2)cc1)c1ccco1	-17%	23*	12%	1%
19	CCCCn1c(N)c(N(CC(C)C)C(=O)c2ccc(OCC3CCCO3)cc2)c(=O)[nH]c1=O (stereo not given)	101%[activator]	·	3%	·
20	COc1cc(/C=C2/SC(=S)N(CC3CCCO3)C2=O)ccc1O (stereo not given)	-9%	21*	?	-16%
21	COc1cccc(-c2nnc3sc(-c4ccc(Cl)cc4)nn23)c1	-2%	-6	·	0%
22	CNc1nc(-c2c(C)[nH]c3ccc(OC)cc23)cs1	-6%	-3	-9%	-25%
23	COCCCNC(=S)N1CCN(c2nc(-c3cccc(OC)c3)cs2)CC1	136%[activator]	10	-7%	-13%
24	COc1cccc(CNC(=O)CN(C)S(=O)(=O)c2cccc3cccnc23)c1	1%	0	0%	2%

entry	HCMV inh	Shiga inhibitor	AmpC inh detg
17	10	-5	?
18	119	64	?
19	-4	·	0%
20	-37	41*	-5%
21	·	-22	?
22	15	-8	1%
23	?	21	-5%
24	-19	-5	0%

# The results go on:
entry	SMILES	AmpC no deterg	CHX counter	AMA1 RON2 block	Giardia FBPA inh
25	CCCCn1c(N)c(N(CC(C)C)C(=O)CN(C)S(=O)(=O)c2ccc(C)cc2)c(=O)[nH]c1=O	-23%	·	6%	·
26	COc1cc([N+](=O)[O-])cc2sc(NC(=O)C(C)(C)C)nc12	-21%	8	-4%	0%
27	O=C(O)CCc1ccc(-c2ccccc2)n1NC(=O)c1ccco1	-4%	7	-7%	5%
28	CCc1ccc2nc(NC(=O)CN3C(=O)NC4(CCCC4)C3=O)sc2c1	-30%	·	14%	·
29	O=C(COC(=O)/C=C/c1cccc(C(F)(F)F)c1)Nc1ccc(Cl)cn1	-15%	·	-4%	·
30	CN1CCN(Cc2nc3ccccc3c(=O)[nH]2)CC1	-27%	1	21%	-11%
31	CCOc1cccc(NC(=O)Cc2cccs2)c1	-12%	13	1%	-3%
32	Cc1cc2c3c(c1C)C1(C(=O)N3C(C)(C)CC2C)C(C#N)=C(N)Oc2cc(O)ccc21 (stereo not given)	-5%	-4	-7%	0%

entry	HCMV inh	Shiga inhibitor	AmpC inh detg
25	-13	·	0%
26	2	-3	-3%
27	65	-9	-4%
28	10	·	·
29	-14	·	-12%
30	2	-6	-2%
31	-1	41*	?
32	87	-12	-2%

# (more compounds)
entry	SMILES	AmpC no deterg	CHX counter	AMA1 RON2 block	Giardia FBPA inh
33	CC(C)(C)C1C/C(=C/c2ccco2)C(=O)/C(=C/c2ccco2)C1 (stereo not given)	-28%	47*	0%	-13%
34	CCS(=O)(=O)c1nc(NC(C)=O)n[nH]1	-1%	14	-23%	-11%
35	C/C(Nc1ccc(F)cc1)=C(/C#N)C(N)=O	-18%	-3	-2%	1%
36	c1ccc(Cn2nnnc2C(c2ccccn2)N2CCN(c3ccccc3)CC2)cc1 (stereo not given)	26%	-3	4%	4%
37	O=[N+]([O-])c1cccc(-c2nc(-c3ccccn3)no2)c1	0%	46*	5%	3%
38	Cc1ccc(-c2csc(N(Cc3ccccc3)C(=O)COc3ccccc3)n2)cc1	-10%	0	-6%	-1%
39	CC1CCCN(S(=O)(=O)c2cnc[nH]2)C1 (stereo not given)	-10%	11	7%	·
40	O=C(CCCNS(=O)(=O)c1ccc(Br)cc1)N1CC[C@@]2(O)CCCC[C@H]2C1	48%	-3	-2%	-5%

entry	HCMV inh	Shiga inhibitor	AmpC inh detg
33	-13	46*	?
34	13	16	?
35	39	-12	-11%
36	-19	-14	-9%
37	3	72*	1%
38	20	-11	1%
39	21	-4	1%
40	0	-11	-15%

# (next part)
entry	SMILES	AmpC no deterg	CHX counter	AMA1 RON2 block	Giardia FBPA inh
41	Cc1ccc2c(c1)N(C(=O)CCC(=O)N1CCN(c3ccccn3)CC1)CC(C)O2 (stereo not given)	93%[activator]	1	-3%	-11%
42	CN(CC(=O)Nc1cccc(F)c1)C(=O)c1cc(-c2cccs2)nn1-c1ccccc1	-13%	·	-20%	·
43	Cc1cc(N2CCCC2)ccc1NC(=O)COc1cccc(C(F)(F)F)c1	8%	1	3%	·
44	C=CCNCc1cc(=O)n2c(-c3ccccc3)csc2n1	-14%	-5	-11%	?
45	N#C/C(=C(/O)Cc1cccc2ccccc12)c1nc2ccccc2s1	-26%	-8	41%[activator]	10%
46	Cc1cc(NS(C)(=O)=O)c(=O)n(Cc2c(F)cccc2Cl)c1	-5%	-3	-5%	-17%
47	CNC(=O)c1cc(S(=O)(=O)N2CC(C)OC(C)C2)ccc1N1CCCCC1 (stereo not given)	19%	1	-11%	8%
48	Cc1cc(C)c(COCc2cc(/C=N/O)c(C)cc2C)cc1/C=N/O	-25%	-1	-7%	-3%

entry	HCMV inh	Shiga inhibitor	AmpC inh detg
41	-71*	-4	2%
42	-12	·	-12%
43	-70*	1	-6%
44	0	10	-1%
45	90	-17	-3%
46	8	·	3%
47	-33	-6	-8%
48	-32	-4	-11%

# Entries from the list above that contain a COOH group:
entry	SMILES	AmpC no deterg	CHX counter	AMA1 RON2 block	Giardia FBPA inh
13	C/C(=N\OCC(=O)O)c1ccc(Cl)cc1	-8%	-1	8%	16%
27	O=C(O)CCc1ccc(-c2ccccc2)n1NC(=O)c1ccco1	-4%	7	-7%	5%

entry	HCMV inh	Shiga inhibitor	AmpC inh detg
13	-4	-4	7%
27	65	-9	-4%

# Other entries:
entry	SMILES	AmpC no deterg	CHX counter	AMA1 RON2 block	Giardia FBPA inh
49	CCOC(=O)c1sc2nc(CSc3ccccc3)nc(N3CCCN(C)CC3)c2c1C	204%[activator]	-4	-14%	20µM*
50	COCCCNC(=S)N/N=C/c1ccc(N(C)C)cc1	-34%	18	5%	0%
51	O=C(CNC(=O)c1ccco1)N/N=C/c1ccccc1[N+](=O)[O-]	-35%	11	3%	1%
52	CCC(=NCCCN(CC)CC)c1c(O)n(C2CCCCC2)c(=O)[nH]c1=O	0%	-1	2%	11%
53	COC(=O)c1ccc(N2C(=O)CC(N3CCC(O)(c4ccc(Br)cc4)CC3)C2=O)cc1 (stereo not given)	53%	1	10%	?
54	CCCCCCN=C(C)c1c(O)n(CCCC)c(=O)[nH]c1=O	-5%	-6	-4%	1%
55	CCN(CC)CC1(O)CCN(C(=O)c2ccc(Cl)c(Cl)c2)CC1	-6%[2.29 µM]	-3	15%	4%
56	O=C(COC(=O)CCSc1ccccc1)Nc1cc(F)ccc1F	-13%	-2	11%	-2%

entry	HCMV inh	Shiga inhibitor	AmpC inh detg
49	?	-8	-6%
50	-18	20	-1%
51	-25	33	3%
52	0	-5	-2%
53	-3	-4	1%
54	5	-19	?
55	19	14	-6%
56	2	51	-1%

# (further entries)
entry	SMILES	AmpC no deterg	CHX counter	AMA1 RON2 block	Giardia FBPA inh
57	O=[N+]([O-])c1ccc(F)c(N=Cc2ccc(Br)s2)c1	-5%	1	22%	0%
58	Cc1ccc(CNc2nc3ccccc3n2C)cc1	-22%	23*	-2%	-2%
59	Cc1cc(CNC(=O)c2cc(COc3ccc(F)c(F)c3)on2)nn1C	-1%	46*	-1%	3%
60	CC1CCN(C(=O)CCc2ccc(S(=O)(=O)NC(C)C)cc2)CC1	-4%	12	4%	6%
61	CC[n+]1c(P(=O)([O-])c2ccccc2)[nH]c2ccccc21	-4%	-1	-5%	-3%

entry	HCMV inh	Shiga inhibitor	AmpC inh detg
57	-15	-2	?
58	114	27	-9%
59	10	64*	-3%
60	-4	-9	-10%
61	34	-15	?

# Screens from PubChem.
